HADH2 inh: qHTS Assay for Inhibitors of HADH2 (Hydroxyacyl-Coenzyme A Dehydrogenase, Type II) | 3-hydroxyacyl-CoA dehydrogenase type-2 (Homo sapiens), Q99714 | recombinant HADH2, NADH fluorescence, beta-hydroxybutyryl-CoA | Potency, µM (titrated, usually from 57.1 µM), for inactives: at the top dose activity change, negative = inhibition, hits mostly inhibitors | 73,000 compounds, 3.4% hits | AID 886, 2007; also: potency is read from the fitted curve at half-maximal effect; % is scaled to controls: 0 for no effect and ±100 for the full control effect; nearly all actives have a fitted effect of over 60% in size; many of its hits are not listed in these tables
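Buffer 100 mM Tris-HCl pH 9.0/0.01% Tween-20; HADH2 20 nM; NAD+ 1 mM; beta-hydroxybutyryl-CoA 90 uM (all final). 15 min cpd preincubation, RT.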
ALOX15 inhib: qHTS Assay for Inhibitors of 15-hLO (15-human lipoxygenase) | AID 887, 2007 | Polyunsaturated fatty acid lipoxygenase ALOX15 (Homo sapiens), P16050 | 74,000 compounds, 1.4% hits | Potency, µM (highest dose often 57.1 µM), for the others: top-dose activity change, negative = inhibition, usual class: inhibitors | purified 15hLO-1, xylenol orange hydroperoxide absorbance; also: potency is read from the fitted curve at half-maximal effect; % is scaled to controls: 0 for no effect and ±100 for the full control effect; nearly all actives have a fitted effect of over 55% in size
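Readout: Fe(III)-xylenol orange absorbance, 573-to-405 nm ratio as reaction progress. Enzyme 40 nM purified human 15hLO-1, substrate 50 uM arachidonic acid, 6 min RT after 15 min compound preincubation; Hepes pH 7.5 buffer with Triton X-100.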
DNA Pol III inh: qHTS Assay for Inhibitors of DNA Polymerase III Holoenzyme System | Potency, µM (titrated, usually from 57.1 µM), for inactives: at the highest dose activity change, negative = inhibition | AID 603, 2007 | 71,000 compounds, 0.25% hits | reconstituted DNA polymerase III holoenzyme replication, biochemical; also: potency is read from the fitted curve at half-maximal effect; % is scaled to controls: 0 for no effect and ±100 for the full control effect
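Reconstituted *E. coli* holoenzyme (0.35 nM Pol III, 1 nM beta, 154 nM SSB, 2 nM primase) was preincubated with compound for 15 min at RT. Synthesis on 1.4 nM ssM13Gori ran 35 min, then was stopped with PicoGreen/EDTA and read as dsDNA fluorescence.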
CRE Fsk mod: Cell signaling CRE-BLA (Fsk stim); CHO CRE-bla reporter (cAMP response element driving beta-lactamase), forskolin EC10, beta-lactamase ratio; Potency, µM (series often up to 38.2 µM), without a hit: top-dose activity change, negative = inhibition, most hits filed as activators; 71,000 compounds, 2.5% hits; active = well fitted activation curve with a large enough effect in the signal ratio, with a control signal flat, not every such curve was filed as active; inconclusive = small, poorly fitted or top-dose-only effect, or effect the other way, or a change in a side signal; the % refers to the signal ratio; also: potency is read from the fitted curve at half-maximal effect; % of control where 0% means no effect
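Cells were plated overnight at 37 °C, exposed to compound titrations plus EC10 NKH 477 for 3 h, then given CCF4 dye for 2 h at room temperature. Blue/green (460/530 nm) ratio was converted to %Activity and AC50 values calculated.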
Hsp90 Hop PPI: qHTS Assay for Disrupters of an Hsp90 Co-Chaperone Interaction; AlphaScreen TPR2A-His6 binding biotin-Hsp90 C-terminal peptide; 71,000 compounds, 0.44% hits; Potency, µM (series often up to 57 µM), for the others: at the top dose activity change, negative = inhibition; AID 595, 2007; active = well fitted curve in either direction with a large enough effect; inconclusive = small, poorly fitted or top-dose-only effect, or another doubt; also: potency is read from the fitted curve at half-maximal effect; % is scaled to controls: 0 for no effect and ±100 for the full control effect; many of its hits are not listed in these tables
BRCT inh red: qHTS Assay for Inhibitors of BRCT-Phosphoprotein Interaction (Red Fluorophore); BRCT-phosphopeptide binding, red fluorescence polarization; Potency, µM (top dose mostly 76.9 µM), without a hit: at the top dose activity change, negative = inhibition, usual class: inhibitors; 75,000 compounds, 0.03% hits; AID 892, 2007; also: % is scaled to controls: 0 for no effect and ±100 for the full control effect
Target sequence (P38398 whole entry, looked up): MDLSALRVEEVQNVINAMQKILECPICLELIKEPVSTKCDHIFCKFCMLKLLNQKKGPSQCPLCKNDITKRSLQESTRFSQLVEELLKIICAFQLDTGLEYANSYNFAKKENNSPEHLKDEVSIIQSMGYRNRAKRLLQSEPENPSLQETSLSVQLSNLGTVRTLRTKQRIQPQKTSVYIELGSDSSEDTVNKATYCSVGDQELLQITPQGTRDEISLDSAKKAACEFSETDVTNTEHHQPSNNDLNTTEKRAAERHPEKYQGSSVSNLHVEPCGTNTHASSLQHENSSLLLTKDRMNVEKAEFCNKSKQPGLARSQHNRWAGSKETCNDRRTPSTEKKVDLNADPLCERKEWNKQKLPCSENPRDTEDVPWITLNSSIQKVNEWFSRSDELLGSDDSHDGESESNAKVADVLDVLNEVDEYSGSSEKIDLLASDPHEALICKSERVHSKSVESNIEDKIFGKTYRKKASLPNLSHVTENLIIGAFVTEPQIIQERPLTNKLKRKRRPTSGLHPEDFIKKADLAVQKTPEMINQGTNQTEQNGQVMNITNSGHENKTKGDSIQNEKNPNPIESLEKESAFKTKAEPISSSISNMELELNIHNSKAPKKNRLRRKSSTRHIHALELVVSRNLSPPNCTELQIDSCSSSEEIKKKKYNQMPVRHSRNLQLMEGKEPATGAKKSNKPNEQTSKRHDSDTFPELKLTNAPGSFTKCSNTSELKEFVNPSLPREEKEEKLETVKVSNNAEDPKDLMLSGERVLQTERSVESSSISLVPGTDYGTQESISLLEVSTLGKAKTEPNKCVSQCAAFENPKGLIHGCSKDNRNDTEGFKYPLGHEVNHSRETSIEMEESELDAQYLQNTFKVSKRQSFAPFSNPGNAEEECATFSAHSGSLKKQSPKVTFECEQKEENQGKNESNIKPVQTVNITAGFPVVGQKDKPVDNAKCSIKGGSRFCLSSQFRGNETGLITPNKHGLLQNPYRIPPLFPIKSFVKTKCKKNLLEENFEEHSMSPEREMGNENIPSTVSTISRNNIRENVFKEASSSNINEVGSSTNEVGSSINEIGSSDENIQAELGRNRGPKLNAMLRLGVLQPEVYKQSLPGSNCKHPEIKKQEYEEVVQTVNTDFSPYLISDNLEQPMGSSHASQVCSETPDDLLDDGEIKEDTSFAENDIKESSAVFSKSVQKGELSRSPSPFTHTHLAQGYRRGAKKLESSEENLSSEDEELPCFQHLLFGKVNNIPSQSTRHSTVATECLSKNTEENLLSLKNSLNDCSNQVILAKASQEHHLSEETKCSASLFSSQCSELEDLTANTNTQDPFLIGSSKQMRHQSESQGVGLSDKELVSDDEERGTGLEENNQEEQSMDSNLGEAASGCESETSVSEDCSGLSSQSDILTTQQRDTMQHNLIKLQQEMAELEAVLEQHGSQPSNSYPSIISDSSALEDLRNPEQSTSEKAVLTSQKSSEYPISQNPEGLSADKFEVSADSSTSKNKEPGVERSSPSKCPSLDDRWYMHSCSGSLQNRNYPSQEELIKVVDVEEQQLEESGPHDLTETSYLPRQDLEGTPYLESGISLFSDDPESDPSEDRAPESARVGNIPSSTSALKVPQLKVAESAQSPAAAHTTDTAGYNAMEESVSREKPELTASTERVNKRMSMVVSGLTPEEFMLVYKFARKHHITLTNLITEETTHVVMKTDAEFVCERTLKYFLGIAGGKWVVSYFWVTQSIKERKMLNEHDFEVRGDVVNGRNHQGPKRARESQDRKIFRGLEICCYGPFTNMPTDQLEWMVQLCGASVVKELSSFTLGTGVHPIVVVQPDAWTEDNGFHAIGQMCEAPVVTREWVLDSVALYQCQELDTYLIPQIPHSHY
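Fluorescence polarization: 100 nM His-tagged BRCA1 BRCT with 100 nM TAMRA-labelled phospho-BACH1 decapeptide, phosphate buffer pH 7.3 with 150 mM NaCl, DTT, 0.01% Tween 20; 12 min RT. Binding inhibition seen as FP decrease.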
USP2a inh: qHTS Assay for Inhibitors of Ubiquitin-specific Protease USP2a | Ubiquitin carboxyl-terminal hydrolase 2 (Homo sapiens), O75604 | Potency, µM (doses to about 38.3 µM), without a hit: top-dose activity change, negative = inhibition, hits mostly inhibitors | USP2a enzymatic assay, qHTS inhibition | 60,000 compounds, 0.1% hits;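 also: potency is read from the fitted curve at half-maximal effect; nearly all actives have a fitted effect of over 60% in size; plate controls were DMSO for no effect and NEM full inhibition control for full effect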
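Coupled readout: USP2-cleaved Ub-PLA2 (20nM final) turns over NBD C6-HPC (20uM final), Ex 460nm/Em 535nm after 2.5 h, time-zero read flagging artifacts. Enzyme (20nM final, pH 8.0 Tris) given 30 min RT with compound first; NEM defines full inhibition.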
Epigenetic mod: qHTS Assay for Epigenetic Modulators; mouse C127i GFP locus derepression, cytometry, 30 h; Potency, µM (top dose mostly 46.1 µM), inactives show at the top dose GFP derepression (activation); 68,000 compounds, 0.09% hits; AID 597, 2007; also: % of control where 0% means no effect
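Murine C127i mammary cells carrying a silenced, stably integrated CMV-driven GFP reporter were treated with compound for 30 hours at 37 C. After PBS washes, GFP-positive cells were counted by laser-scanning microplate cytometry.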
BRCT PPI green: qHTS Assay for Inhibitors of BRCT-Phosphoprotein Interaction (Green Fluorophore); Breast cancer type 1 susceptibility protein (Homo sapiens), P38398; BRCA1 BRCT-phosphopeptide binding, green fluorescence polarization; Potency, µM (series often up to 76.9 µM), for inactives: at the highest dose activity change, negative = inhibition, actives largely listed as inhibitors; 75,000 compounds, 0.05% hits;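 also: potency is read from the fitted curve at half-maximal effect; plate controls were peptide without protein for full effect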
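Compounds were incubated for 12 min at room temperature with a complex of 100 nM fluorescein-tagged pBACH1 decapeptide and 250 nM His-tagged BRCT protein. Buffer was phosphate pH 7.3 with EDTA, DTT and Tween 20. Disruption of binding lowers the polarization signal.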
UbGFP stabilizer: Ubiquitin-GFP Assay. Potency, µM (doses to about 45.9 µM), for the others: at the highest dose activation (GFP accumulation), hits mostly activators. 67,000 tested, under 10 active. AID 526, 2006. Ubiquitin-GFP reporter cells, proteasome inhibition, GFP fluorescence; response scale: untreated = 0%, 10 µM MG-132 = 100%; active = well fitted activation curve with a large enough effect, not every such curve was filed as active; inconclusive = small, poorly fitted or top-dose-only effect, or another doubt; inactive = no such curve, though single readings can be large or run the other way; also: potency is read from the fitted curve at half-maximal effect
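U2OS cells expressing ubiquitin(G76V)-GFP, seeded overnight in 0.5% FBS medium, then treated 4 hr at 37 C across 46 uM to 2.9 nM. GFP-positive cells counted by laser cytometry (488 ex/515 em); %activity scaled between basal and 10 uM MG-132.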
HBB splicing: qHTS Assay for Modulators of Hemoglobin Beta Chain Splicing; HBB splicing reporter cell assay, activation; EGFP reporter with mutant IVS2-654 intron; response scale: normalised to 500 nM splice-correcting PNA; Potency, µM (titrated, usually from 46.1 µM), without a hit: top-dose activation, hits mostly activators; 65,000 compounds, 0.06% hits; AID 925, 2007; also: potency is read from the fitted curve at half-maximal effect; 0% is about no effect
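HeLa cells stably expressing EGFP interrupted by mutant beta-globin intron 2 (IVS2-654), 500/well in 2% FCS. Treated with compound for 2 days at 37C. Splicing correction scored as total well GFP intensity (488 nm excitation, 500-520 nm emission); 500 nM antisense PNA served as control.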
The depositor's hits bear a star; ? = inconclusive; nt = not tested or not shown; & = joins results of further samples; [ ] = dose if it differs, or a comment. Unless noted, calls follow the shape of the dose curve; as a rule, active = well fitted curve in the direction sought with a large enough effect; inconclusive = small, poorly fitted or top-dose-only effect, or another doubt; inactive = no such curve, though single readings can be large; an effect the other way counts as inactive or inconclusive. A portion of the library (hit frequency here may not be typical).

SMILES | HADH2 inh | ALOX15 inhib | DNA Pol III inh | CRE Fsk mod | Hsp90 Hop PPI | BRCT inh red | USP2a inh | Epigenetic mod | BRCT PPI green | UbGFP stabilizer | HBB splicing
COc1cc2c(cc1OC)/C(=C/C(=O)N1CCOCC1)NC(C)(C)C2 | -1% | 0% | 0% | 5µM* | -5% | 2.8% | 4% | 10% | 0.4% | -8% | 2.2%
C=CCn1c(SCCCC)nc(O)cc1=O | 2% | -1% | 4% | 6% | -6%[2.3 µM] | -0.4% | nt | nt | -1.7% | 0% | -0.3%
COc1ccc(OC)c(C2N(c3ccccn3)C(=O)C3CCCN32)c1 (configuration not stated) | 15% | -3% | -10% | -1% | -4% | 0.9% | 1% | 0% | -0.6% | -8% | -3.5%
COc1cc(OC)cc(-c2cc3nc(C)c(CCC(=O)NC(C)CCc4ccco4)c(C)n3n2)c1 (configuration not stated) | 2% | -17% | -3% | ? | -4% | -2.9% | 30%[activator] | 0% | -0.2% | -4% | -0.2%
COc1ccc(N(CC(=O)N2CCN(c3ccccc3)CC2)S(=O)(=O)c2c(C)noc2C)cc1 | -12% | -5% | -4% | -11% | -7%[2.3 µM] | -0.9% | nt | nt | -3.3% | -6% | -0.6%
Cc1nn(Cc2ccccc2)c(C)c1NC(=O)c1cc(-c2ccco2)on1 | -12% | -23% | 0% | ? | -9% | 0.8% | 24% | 4% | 13% | -2% | -2.9%
Nc1nc(NC(=O)c2cccc(S(=O)(=O)N3CCCCCC3)c2)nc(-c2ccccc2)n1 | 17% | 6% | -2% | 11% | -1% | -0.2% | 30%[activator] | 0% | 0.9% | 1% | 0.5%[57.5 µM]
Cn1nnnc1SCC(=O)Nc1ccc(Oc2ccc(Cl)cc2)cc1 | 10% | 0% | -2% | -1% | 0% | -1.0% | -4% | 0% | -0.4% | 5% | -0.4%
O=C1c2ccccc2C(=O)N1C[C@]1(C(=O)O)NCCS1(=O)=O | 2%[11.4 µM] | 12%[11.4 µM] | -6%[11.4 µM] | 5%[7.6 µM] | -1%[11 µM] | 0.2%[15.4 µM] | nt | -3%[9.22 µM] | -2.4%[15.4 µM] | -6%[9.17 µM] | 4.3%[9.22 µM]
CCn1c(=O)n(CC)c2cc(S(=O)(=O)N3CCc4ccccc43)ccc21 | 3% | -7% | -2% | 20% | 2% | -0.1% | 7% | -3% | 2.2% | -2% | -0.9%
COc1cccc(-c2cc(C(=O)NC3CCCC3)no2)c1 | -4% | 5% | -2% | ? | 1% | -1.1% | 4% | -1% | -1.7% | 10% | -2.0%
OC[C@@H]1O[C@@H](n2cnc3c(Nc4ccccc4)ncnc32)[C@@H](O)[C@H]1O | -29% | -3% | -2% | 2% | -10% | 2.1% | 2% | -1% | -2.1% | 0% | -0.3%
N#Cc1c(NC(=O)CN2CCN(C(=O)c3ccco3)CC2)sc2c1CCCCC2 | -4% | 10% | 10% | -25% | -5% | 2.2% | 19% | -4% | -0.8% | 0% | -0.2%[57.5 µM]
Cc1nnc(SCC(=O)N2CCOCC2)n1C | -3% | 6% | -5% | -1% | -2% | 0.9% | 1% | 1% | -1.8% | -9% | -1.5%
COC(=O)NC(c1ccccc1)[C@@]1(C(=O)OC)CCCC1=O (some centres not stated) | -7%[11.4 µM] | 10%[11.4 µM] | nt | nt | nt | 1.1%[15.4 µM] | nt | nt | -1.6%[15.4 µM] | nt | 0.9%[9.22 µM]
Cc1ccc(C)c(OCCCC(C)(C)C(=O)O)c1 | -10% | -5% | 3% | -3% | -5% | -0.8% | 7% | 2%&2%[20.6 µM] | -1.8%[3.08 µM] | 5%[20.5 µM] | -0.6%
Cc1ccc(-n2c(SCc3cc(=O)n4ccsc4n3)nnc2-c2cccnc2)c(C)c1 | -3% | -14% | -3% | 25% | -7% | 0.0% | 13% | 3% | 1.7% | 7% | -1.4%
O=C(NCc1nc(-c2ccccc2)no1)c1cccs1 | 5% | 8% | -3% | -19% | 5% | 1.3% | 0% | 0% | 3.2% | 3% | -0.3%
O=C(O)CCCNS(=O)(=O)c1ccc(Br)s1 | -7% | 4% | -9% | -4% | -4% | -2.3% | -6% | -5% | -0.4% | 8% | -0.7%
c1ccc(CNc2cc(-c3cccnc3)ncn2)cc1 | -15% | -4% | -7% | 15% | -8% | -0.5% | 10% | 6%[9.22 µM] | -1.8% | 7% | -0.5%
CC(=O)N1CCN(S(=O)(=O)c2ccc(C)cc2)C1C(C)C (configuration not stated) | 7% | -1% | -1% | -1% | -2% | 0.1% | -2% | -1% | 1.5% | 0% | -1.6%
Cc1cc(C)n(-c2ccc(C(=O)OCC(=O)c3c(N)n(C)c(=O)n(C)c3=O)cc2)n1 | 4% | 8% | -2% | ? | ? | 2.8% | 23% | 1% | 0.0% | -2% | -0.1%
CCCn1c2c(c(O)c(C(=O)Nc3ccc(OC)cc3)c1=O)CCCC2 | 8% | -8% | -2% | ? | 6% | 0.4% | -18% | -2% | 0.4% | 1% | nt
COc1ccc(S(=O)(=O)NCC(=O)N(CC(=O)NCC2CCCO2)c2cc(C)ccc2C)cc1 (configuration not stated) | 10% | 4% | -8% | -15% | -4% | -0.1% | 17% | -1% | -0.7% | 0% | -2.2%
O=C(CCCN1C(=O)c2ccccc2C1=O)NC1=NCCS1 | 30% | 12% | -5% | 8% | -1% | 1.9% | -3% | 2% | -0.5% | 1% | -1.7%
Continued.
SMILES | HADH2 inh | ALOX15 inhib | DNA Pol III inh | CRE Fsk mod | Hsp90 Hop PPI | BRCT inh red | USP2a inh | Epigenetic mod | BRCT PPI green | UbGFP stabilizer | HBB splicing
CCCC(=O)Nc1cc(Cl)ccc1N1CCN(C(=O)CC)CC1 | 3% | 6% | 4% | ? | ? | 0.6% | -13% | 0% | -3.6% | 0% | -1.8%
COC(=O)c1[nH]c2ccc(C)cc2c1NC(=O)C(C)N1CCN(C2CCCCC2)CC1 (configuration not stated) | ? | 6% | 2% | 5% | 3% | -1.0% | 27% | 2% | -0.8% | nt | 0.7%[0.369 µM]
CCn1ncc(C2=NOC(C(=O)Nc3c(C)n(C)n(-c4ccccc4)c3=O)C2)c1C (configuration not stated) | 4% | 1% | 1% | 1% | -5%[2.3 µM] | -0.4% | nt | nt | -2.8% | -12% | -1.5%
CSC1=NCCN1C(=O)c1ccc(S(=O)(=O)N(C)C)cc1 | 11% | 7% | -1% | 4% | -2% | 0.4% | nt | -3% | -0.1% | -6% | -0.3%
CCOC(=O)C1C2C=CC3(CN(Cc4cccs4)C(=O)C13)O2 (configuration not stated) | -5% | 9% | -1% | 0% | 0% | 0.2% | -19% | -1% | 1.7% | 3% | nt
C[C@@]12CC[C@@H]3[C@H](CCC4=CC(=O)CC[C@]43C)[C@@H]1CC[C@@H]2C(=O)Cn1cnc2c(=S)nc[nH]c21 | -15%[11.4 µM] | -18%[11.4 µM] | -6%[11.4 µM] | -5%[7.6 µM] | -4%[11 µM] | 1.7%[15.4 µM] | nt | 7%[9.22 µM] | -1.9%[15.4 µM] | 0%[9.17 µM] | 2.0%[9.22 µM]
O=C(c1cc(F)c(F)cc1Cl)N1CCCCC1 | 6%[11.4 µM] | 0%[11.4 µM] | 1%[11.4 µM] | ? | -5%[11 µM] | -1.3% | 0%[7.66 µM] | 0% | 0.7% | 5%[9.17 µM] | -0.6%[0.0738 µM]
O=c1[nH]c(CN2CCN(CCO)CC2)nc2ccccc12 | -14% | 10% | -1% | -10% | 0% | 1.0% | 0% | 0% | -1.4% | 0% | 7.8%
COc1ccc(C(=O)N2CCC3(CCN(Cc4ccncc4)CC3)CC2)cc1 | 10% | 12% | 26% | -3% | 3% | -2.4% | 24% | 2%[9.22 µM] | -3.6% | -4% | 2.0%
